# From PubChem BioAssay
# GPR55 beta-arrestin: GPR55 agonists via beta-arrestin recruitment, primary screen, imaging, U2OS cells, beta-arrestin-GFP redistribution (AID 1961). G-protein coupled receptor 55 (Homo sapiens). U2OS GPR55 beta-arrestin-GFP redistribution imaging; higher % means a stronger effect. one-dose activation, % at 10 µM; EC50 in µM for titrated hits. 0.048% of 290,000 active;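 active = activation above 40% with more than 50 cells counted in the well; inconclusive = wells holding fewer than 50 cells, flagged as toxic or sparse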;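 note: U2OS osteosarcoma cells stably expressing GPR55 and beta-arrestin-GFP; plate controls were DMSO negative control for no effect and LPI positive control for full effect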
# KOR beta-arrestin-1: KOR agonists, beta-arrestin recruitment, primary screen, cell-based, luminescence, uHTS (AID 1777) | Kappa-type opioid receptor (Homo sapiens) | KOR beta-arrestin recruitment, luminescence; higher % means a stronger effect | activation, % at 10 µM, or EC50 in µM where a hit was titrated | 0.02% of 280,000 active; in the data active = activation above about 50%, passing the limit was not always enough; note: a part of the inactive calls stands beside numbers as strong as those of hits
# T cell modulator: modulators of CD8 T cell-vesicle binding, primary screen, mouse 2C CD8+ T cells, flow cytometry; 2C CD8+ T cell-vesicle binding; hits give low values; calls only at 7 µM; 0.068% of 330,000 active;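 active = response, share of CD8 T cells binding vesicles, and their 90th percentile fluorescence all below set limits, cut at about 80% in these data, passing the limit was not always enough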
#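 material = purified 2C TCR transgenic mouse naive CD8+ T cells | controls = Unloaded micro-vesicles (low), QL9 vesicles with 0.7% DMSO (high) | detection = cytometric PE anti-B7-1 and Alexa647 anti-CD8 signals after 1% paraformaldehyde fixation | incubation = binding step 1.5 h, 37 °C, antibody labelling 20 min, ice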
# KOR beta-arrestin-2: KOR antagonists, beta-arrestin recruitment, cell-based, luminescence, uHTS (AID 1778); Kappa-type opioid receptor (Homo sapiens); inhibition, % at 10 µM, or IC50 in µM where a hit was titrated; KOR beta-arrestin recruitment, luminescence, antagonist mode; higher % means a stronger effect; 0.091% of 290,000 active; in the data active = inhibition above about 50%; note: strong numbers were not always called active
# PhoP inhibition: inhibitors of PhoP regulon expression, primary screen, Salmonella Typhimurium, GFP reporter (AID 1863) | inhibition, % at 50 µM, or IC50 in µM where a hit was titrated | 0.16% of 300,000 active | S. Typhimurium PhoP-regulated promoter GFP reporter, 4 h; higher % means a stronger effect;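 active = inhibition over 29.93%, a cutoff 3 SD above the screen mean, later confirmed by dose response; inconclusive = inhibition over 29.93% but no dose response follow-up; inactive = inhibition at most 29.93% or unconfirmed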;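 note: 0% = low Mg2+ inducing control and 100% = high Mg2+ repressing control; strong numbers were not always called active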
# GPR55 antagonists: GPR55 antagonists blocking LPI-driven arrestin recruitment, primary screen, imaging, U2OS, beta-arrestin-GFP, LPI agonist (AID 2013). U2OS GPR55 beta-arrestin-GFP translocation imaging, LPI antagonism; higher % means a stronger effect. 0.13% of 290,000 active. G-protein coupled receptor 55 (Homo sapiens). inhibition, % at 10 µM; hits with a dose series show IC50 in µM;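 active = spots per cell inhibited over 60%, with over 100 cells counted and total cytoplasm intensity under 500,000; inconclusive = wells with under 100 cells, flagged as likely toxic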;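 note: U2OS cells stably carrying GPR55 and arrestin-GFP stimulated by 5 µM LPI near EC80; imaged beta-arrestin-GFP aggregate spots per cell after agonist stimulation; plate controls were LPI-stimulated DMSO wells for no effect and DMSO wells without LPI for full effect; some results filed as inactive read as strong as hits; confirmed hits need IC50 under 10 µM and bright autofluorescent wells are also inconclusive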
# GPR35 arrestin U2OS: GPR35 antagonists blocking zaprinast-driven arrestin recruitment, primary screen, imaging, U2OS, beta-arrestin-GFP, zaprinast agonist (AID 2058); U2OS GPR35 beta-arrestin-GFP translocation imaging, zaprinast antagonism; higher % means a stronger effect; 0.052% of 290,000 active; one-dose inhibition, % at 10 µM; IC50 in µM for titrated hits;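 active = inhibition of at least 50% with at least 30 cells and total cytoplasm GFP at most 10,000,000; inconclusive = under 30 cells or total GFP of 10,000,000 plus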
# NTR1 agonist: agonists of NTR1, primary screen, imaging, U2OS cells, beta-arrestin-GFP, high content (AID 493036) | Neurotensin receptor type 1 (Homo sapiens), P30989 | NTR1-U2OS beta-arrestin-GFP spot imaging, agonist mode | activation, % at 20 µM | 0.17% of 330,000 active;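 active = activation at or above 40% of the spot to cytoplasm intensity ratio, with at least 20 cells analyzed; inconclusive = wells under 20 cells, flagged as cytotoxic or low count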;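 note: 0% = DMSO without peptide and 100% = 100 nM NTR1 peptide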
# Target sequence (P30989 whole entry, looked up): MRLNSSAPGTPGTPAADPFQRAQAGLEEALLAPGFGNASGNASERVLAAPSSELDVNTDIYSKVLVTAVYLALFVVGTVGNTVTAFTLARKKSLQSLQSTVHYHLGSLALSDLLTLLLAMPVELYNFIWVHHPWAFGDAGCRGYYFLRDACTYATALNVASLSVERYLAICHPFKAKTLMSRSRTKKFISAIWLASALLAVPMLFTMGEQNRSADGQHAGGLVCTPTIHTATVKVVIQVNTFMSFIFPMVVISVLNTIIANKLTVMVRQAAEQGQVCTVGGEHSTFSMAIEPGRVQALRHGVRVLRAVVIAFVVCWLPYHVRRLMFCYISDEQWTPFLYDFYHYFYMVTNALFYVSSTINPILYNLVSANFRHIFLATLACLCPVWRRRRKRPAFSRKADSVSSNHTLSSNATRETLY
# West Nile antiviral: West Nile virus antiviral activity, cell-based, CPE readout (AID 1621); West Nile virus-infected cells, CPE inhibition; higher % means a stronger effect; 0.02% of 290,000 active; one-dose CPE inhibition, % at 10 µM; IC50 in µM for titrated hits; in the data active = a potency from the dose series; inconclusive = CPE inhibition mostly from about 3.7% at the one dose, without a potency; inactive = the rest, 99 in 100 with CPE inhibition below about 2.2%; note: strong numbers were not always called active
# T cell modulator vesicle-bound %: second read-out of T cell modulator, no call of its own (marks repeat the call); double positive events, %; measured here: CD8+ vesicle-bound cell fraction;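 binding gate set so that unloaded-vesicle control wells show 10% double positive cells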
# NTR1 agonist cell count 20 µM: further read-out of NTR1 agonist, marked with its call; cell count; measured here: cell count, cytotoxicity flag
# The depositor's hits bear a star; i = inactive; ? = inconclusive; · = no result given; [ ] = another dose, or the depositor's remark.
SMILES,GPR55 beta-arrestin,KOR beta-arrestin-1,T cell modulator,T cell modulator vesicle-bound %,KOR beta-arrestin-2,PhoP inhibition,GPR55 antagonists,GPR35 arrestin U2OS,NTR1 agonist,NTR1 agonist cell count 20 µM,West Nile antiviral
Cc1ccc(-c2csc(NCCn3c(C(F)(F)F)nc4ccccc43)n2)cc1,0.2%,·,i,36,·,-3%,-1%,4%,23,73,-0.6%
COc1ccc(N2CCN(C(=O)Cn3nnc(-c4ccccc4N)n3)CC2)cc1,-0.3%,-3.7%,i,30,4%,-5%,8%,-9%,1.4,31,-0.8%
COc1ccc(-c2nnc(C)c3nocc23)cc1,1.1%,3.3%,i,60,-12%,17%,3%,4%,0.2,89,-0.5%
CC(NC1CCN(Cc2ccccc2)CC1)c1ccc(F)cc1 (stereo unspecified),0.2%,6.9%,i,58,-3%,-7%,1%,7%,0.1,59,0.3%
CCOC(=O)C1CCCN(CC(=O)c2c[nH]c3ccc(C)cc23)C1 (stereo unspecified),-0.3%,·,i,30,-9%,-6%,9%,-3%,-0.8,61,0.4%
O=C(N/N=C/c1cccnc1)c1ccc(Cn2cc([N+](=O)[O-])cn2)o1,-0.1%,-4.6%,i,60,4%,8%,4%,-1%,-2.3,90,0.1%
Cc1ccc(Nc2ncc3c(n2)CC(c2ccco2)CC3=O)c(C)c1 (stereo unspecified),-0.1%,-1.2%,i,1,11%,8%,15%,-6%,0.5,53,-0.1%
C=CCOc1nc2c(c(=O)n(C)c(=O)n2C)n1Cc1ccccc1Cl,-0.1%,1.4%,i,34,22%,16%,6%,-9%,1.9,77,-0.7%
Cc1cc(OCCCC(=O)NCCN2C(=O)S/C(=C\c3cccnc3)C2=O)ccc1Cl,0.0%,-2.6%,i,20,-22%,-3%,-5%,4%,2.4,91,-1.1%
C[C@H]1[C@H]2c3nc4ccccc4n3C[C@H]1ON2C1CCCCC1,0.1%,-3.7%,i,13,-1%[20 µM],12%,-2%,15%,-1.2,67,0.3%
CN(C)c1ccc(/C=N/NC(=O)CSc2ccccn2)cc1,1.0%,0.7%,i,55,18%,-4%,9%,-2%,-0.1,52,-0.4%
Cc1cc(C(=O)COC(=O)C23CC4CC(CC(O)(C4)C2)C3)c(C)n1-c1c(C)n(C)n(-c2ccccc2)c1=O,-0.3%,-2.9%,i,28,26%,-2%,12%,6%,0.4,54,-0.4%
CC(C)(C)NC(=O)Cn1c(-c2nonc2N)nc2ccccc21,0.0%,·,i,6,·,-11%,-7%,-16%,1.0,56,0.1%
ClCc1nc2ccccc2c2ccccc12,-0.2%,9.9%,i,42,-187%,13%,3%,1%,10,48,-1.1%
CCCCc1c(O)nc(SCC(=O)N2CCOCC2)[nH]c1=O,0.2%,-4.0%,i,52,13%,-2%,17%,1%,-1.0,54,-0.2%
O=C(C1CCC1)N1CCc2cc(S(=O)(=O)NCc3ccccn3)ccc21,0.0%,-6.7%,i,26,13%,-6%,1%,-9%,1.2,47,-1.0%
COc1ccc(Cn2c(=O)[nH]c3cc(C(=O)N4CCN(c5ccc(C(C)=O)cc5)CC4)ccc3c2=O)cc1,-0.2%,4.5%,i,23,-81%,5%,16%,-4%,-0.6,34,-0.2%
Cc1nc2c(C)cccc2c2c1CCN2c1ccccc1F,-0.2%,1.2%,i,34,-9%,-3%,19%,-1%,0.8,53,-0.7%
O=c1[nH]nc(Sc2ncnc3sccc23)n1CCc1ccccc1,-0.1%,-1.0%,i,16,1%,2%,12%,15%,-0.8,80,·
COc1ccc(NC(=O)c2c(Cl)nc3ccccn23)cc1,-0.7%,0.3%,i,40,-4%,1%,4%,-12%,-1.0,85,-0.7%
Cc1ccc(N2C(=O)CC(N3CCN(S(=O)(=O)c4ccccc4)CC3)C2=O)c(C)c1 (stereo unspecified),-0.1%,2.6%,i,10,-14%,-3%,5%,-7%,-0.1,66,-0.1%
C#CCOc1ccc(/C=C2/C(=O)N(c3cccc(C(=O)O)c3)N=C2C)cc1OC,-0.2%,8.6%,i,49,-52%[20 µM],-3%,-6%,4%,-0.9,62,-0.2%
COc1ccc(/C=C2\Sc3ccc(C(=O)NC4CC4)cc3N(C)C2=O)cc1OC,·,2.9%,i,28,-53%,-9%,1%,-20%,2.7,64,1.6%
CCN1CCN(C(c2ccccc2)c2nnnn2CCc2ccc(OC)c(OC)c2)CC1 (stereo unspecified),-0.2%,-1.7%,i,38,-7%,1%,5%,8%,-3.6,90,-0.3%
CCn1c2ccccc2c2cc(NC(=O)COC(=O)c3cc(OC)c(OC)cc3OC)ccc21,-0.2%,-2.9%,i,46,-30%,-18%,14%,13%,4.5,59,-0.8%
NS(=O)(=O)c1ccc(NC(=O)c2ccc(COc3ccccc3)o2)cc1,-0.4%,1.4%,i,63,18%,-1%,16%,-3%,5.4,50,-1.0%
OCC1(Cc2ccccc2)CCN(C2CCN(c3ccccc3F)CC2)CC1,0.3%,2.2%,i,27,-16%,-5%,5%,0%,-0.7,73,-0.9%
CC(/C=C/c1ccc(O)cc1)=N/O,0.3%,-1.2%,i,60,7%,1%,2%,8%,0.1,75,0.5%
Cc1cc(C)nc(-n2nc(C)c3c(C(F)(F)F)cc(=O)[nH]c32)n1,-0.4%,-0.8%,i,36,22%,-3%,2%,-2%,1.1,105,-0.3%
CCN1CCN(c2ccc(NC(=O)c3cccnc3)cc2Cl)CC1,-0.2%,5.2%,i,24,-27%,-1%,-1%,-6%,-1.1,87,0.0%
Cc1cc(/C=C2\SC(N)=NC2=O)c(C)n1-c1ccccc1,0.3%,1.5%,i,23,9%,0%,-9%,-3%,-0.4,35,·
Cc1ccc(C(C(=O)NC2CCCCC2)N(C(=O)c2csnn2)c2ccccc2F)o1 (stereo unspecified),0.5%,1.8%,i,40,-4%,-3%,-4%,2%,0.8,46,-0.7%
COc1ccc(NC(=O)CNC(=O)N2CC(=O)Nc3ccccc32)cc1OC,-0.2%,-6.6%,i,18,-10%,-6%,-1%,1%,2.5,58,-0.1%
COc1cc(CNCCc2ccccc2)cc(Br)c1OCC(=O)Nc1ccccc1C,-0.1%,-0.4%,i,50,-34%,3%,26%,-5%,15,47,-1.5%
O=c1c(C(c2ccccc2)c2c(O)sc3ccccc3c2=O)c(O)sc2ccccc12,-0.1%,-0.3%,i,22,-2%,-6%,4%,-3%,7.1,47,·
CCC(C)[C@H](NC(=O)C1CCN(C(=O)[C@H](Cc2ccccc2)NC(=O)OC(C)(C)C)CC1)C(=O)O (stereo partly specified),-0.1%,5.7%,i,15,-20%,-5%,-8%,7%,-0.8,110,0.0%
CCc1cc(CNC(=O)C2CCC(=O)N(Cc3cccc(F)c3)C2)on1 (stereo unspecified),-0.1%,-2.2%,i,67,10%,-8%,5%,-12%,0.5,46,0.5%
O=C(Oc1cccc(NC(=O)c2ccco2)c1)c1ccc(Br)c(S(=O)(=O)N2CCCCC2)c1,-0.1%,1.4%,i,20,11%,5%,11%,-5%,1.5,98,-0.3%
Cc1ccc(NC(=O)CN(C)CC(=O)Nc2ccc(N3CCOCC3)cc2)c([N+](=O)[O-])c1,-0.2%,1.6%,i,54,-61%,6%,-9%,7%,-0.3,66,0.8%
O=C(c1cccs1)N1CCN=C1SCc1ccc(F)cc1,0.0%,2.9%,i,51,3%,-8%,3%,-8%,-0.2,63,-0.4%
CCCc1c(O)nc(SCC(=O)O)[nH]c1=O,0.1%,6.2%,i,20,-6%,1%,4%,5%,0.9,43,0.3%
CC(C)=C1SC(N2CCN(c3ccc(Cl)cc3)CC2)=NC1=O,1.0%,-4.2%,i,42,8%,-7%,-6%,-2%,2.7,46,-1.2%
O=C(Cc1ccccc1)N1CCN(c2ccccc2F)CC1,0.3%,1.8%,i,60,-11%,3%,14%,-9%,-1.1,47,-0.9%
CCOc1ccc(C(C)(C)C)cc1S(=O)(=O)Nc1ccncc1,0.3%,1.4%,i,44,-8%,0%,-1%,5%,1.7,55,-0.4%
COc1ccc(CC(NC(C)=O)C(=O)NC2CCN(c3c(Cc4ccccc4)c(C)nc4ncnn34)CC2)cc1OC (stereo unspecified),0.4%,4.1%,i,52,-32%,3%,?,12%,2.5,66,1.2%

# Taken from above.
# Cc1cc(/C=C2\SC(N)=NC2=O)c(C)n1-c1ccccc1 @ KOR beta-arrestin-1: 1.5%
# CC(C)=C1SC(N2CCN(c3ccc(Cl)cc3)CC2)=NC1=O @ T cell modulator vesicle-bound %: 42

# The results go on:
SMILES,GPR55 beta-arrestin,KOR beta-arrestin-1,T cell modulator,T cell modulator vesicle-bound %,KOR beta-arrestin-2,PhoP inhibition,GPR55 antagonists,GPR35 arrestin U2OS,NTR1 agonist,NTR1 agonist cell count 20 µM,West Nile antiviral
COc1ccc(/C=C2\Sc3ccc(C(=O)NCCN4CCCCCC4)cc3N(C)C2=O)cc1,0.2%,2.3%,i,29,0%,-3%,1%,1%,0.6,76,-1.3%
CCc1ccc(CN2C(=O)c3ccccc3C2C(=O)NC(C)CC)cc1 (stereo unspecified),-0.1%,6.1%,i,34,-15%,-2%,-3%,4%,-0.7,110,-0.6%
CCOC(=O)c1cnn2c(C)cc(-c3ccc(F)cc3)nc12,-0.2%,-4.9%,i,39,-2%,1%,-6%,-8%,-0.7,62,0.2%
O=C(NC(=S)Nc1ccccc1N1CCCCC1)c1ccc(-c2cccc([N+](=O)[O-])c2)o1,-0.1%,-3.0%,i,49,20%,-5%,0%,0%,-2.6,92,1.1%
COc1cc(/C=C(\NC(=O)c2ccccc2)C(=O)N2CC3CC(C2)c2cccc(=O)n2C3)cc(OC)c1OC (stereo unspecified),-0.3%,-0.5%,i,9,34%,0%,18%,12%,0.5,51,0.2%
